RAD52 inh: RAD52 (human) annealing inhibition; P43351; recombinant RAD52 DNA annealing, FRET fluorescence; inhibition, % at 18.7 µM; 360,000 compounds, 0.46% hits; AID 651710;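 active = every replicate showing at least 50% inhibition; inconclusive = mean inhibition at least 50% but not in every replicate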
Target sequence (P43351 whole entry, looked up): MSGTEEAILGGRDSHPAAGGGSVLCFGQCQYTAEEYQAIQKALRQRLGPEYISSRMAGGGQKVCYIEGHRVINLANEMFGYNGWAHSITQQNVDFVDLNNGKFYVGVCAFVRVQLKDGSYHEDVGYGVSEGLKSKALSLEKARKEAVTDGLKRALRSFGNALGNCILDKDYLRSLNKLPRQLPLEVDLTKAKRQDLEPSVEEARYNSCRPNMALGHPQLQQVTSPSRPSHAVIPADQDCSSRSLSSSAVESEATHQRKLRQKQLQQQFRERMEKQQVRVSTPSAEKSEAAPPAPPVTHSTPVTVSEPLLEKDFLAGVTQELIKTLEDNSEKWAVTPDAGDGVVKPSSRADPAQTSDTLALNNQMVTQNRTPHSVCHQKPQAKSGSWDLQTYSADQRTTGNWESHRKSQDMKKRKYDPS
E-selectin induc: E-selectin induction on HUVECs. P16581. HUVEC E-selectin immunofluorescence imaging; normalized: neutral wells 0, TNF-alpha wells 100. activation, % at 7.58 µM. 260,000 compounds, 0.37% hits;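 active = mean E-selectin-positive cell signal at least 10% of the positive control, reached in at least 60% of replicates, without over 20% cell loss; inconclusive = no rule given, readout overlaps actives, possibly toxicity-flagged; inactive = the rest, including those meeting only one limit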;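 note: in these data hits start at about 27%; measured in HUVEC primary endothelial cells; signal is the percent of cells scored E-selectin positive by PE staining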
Target sequence (P16581 whole entry, looked up): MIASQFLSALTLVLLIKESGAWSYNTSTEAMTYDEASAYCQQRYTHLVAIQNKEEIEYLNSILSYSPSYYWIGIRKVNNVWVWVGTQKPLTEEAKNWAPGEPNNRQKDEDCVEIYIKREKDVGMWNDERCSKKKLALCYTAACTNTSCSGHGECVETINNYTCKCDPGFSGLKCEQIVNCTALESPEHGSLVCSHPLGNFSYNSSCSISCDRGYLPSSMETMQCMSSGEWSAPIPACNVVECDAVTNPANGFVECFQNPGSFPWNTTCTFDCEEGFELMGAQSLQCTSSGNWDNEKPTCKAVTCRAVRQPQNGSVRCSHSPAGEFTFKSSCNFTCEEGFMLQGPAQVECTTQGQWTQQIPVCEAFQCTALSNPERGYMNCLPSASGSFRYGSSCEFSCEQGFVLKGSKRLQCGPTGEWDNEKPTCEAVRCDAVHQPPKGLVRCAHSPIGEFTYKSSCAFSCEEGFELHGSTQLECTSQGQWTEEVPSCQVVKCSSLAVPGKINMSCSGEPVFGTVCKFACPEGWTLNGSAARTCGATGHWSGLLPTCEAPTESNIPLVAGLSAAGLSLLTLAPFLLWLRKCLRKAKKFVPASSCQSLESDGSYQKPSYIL
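Read-out basis: % PE-positive cells; Test system: HUVEC primary endothelial cells; Technique: immunofluorescence imaging; Dosing: single-point compound dose.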
ERAP1 inh: blocks human ERAP1 aminopeptidase activity. Q9NZ08. 340,000 compounds, 0.15% hits. inhibition, % at 10.7 µM. recombinant ERAP1, Leu-AMC fluorescence, 60 min;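 active = mean replicate inhibition of at least 30%, or all replicates individually reaching that 30% level; inactive = mean below 30% and not every replicate reaching it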;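 note: 0% = neutral control wells and 100% = L-leucinethiol positive control wells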
Active calls of the source: *; ? = inconclusive.

SMILES	RAD52 inh	E-selectin induc	ERAP1 inh
O=C(C(=O)N1CC=C(c2ccccc2)CC1)c1c[nH]c2ccccc12	-43	0.1	0
Cc1ccc(CSC(Nc2ccc(F)cc2)=C(C#N)C#N)cc1	-5	-0.3	0
CC(C)CC1NC(=O)c2cc(Cl)ccc2-n2c1nc1cc(F)ccc1c2=O (stereo not drawn)	10	-0.3	0
COc1ccccc1C(=O)NNC(=O)c1cccc([N+](=O)[O-])c1	-4	-0.3	1
Nc1cc2ccccc2cc1NS(=O)(=O)N1CCCCC1	-27	0.1	-1
CCCCCC(=O)NNC1CC(=O)N(c2cccc(OCC)c2)C1=O (stereo not drawn)	-15	0.1	0
CCC(C)N(C(=O)COC(=O)COc1c(C)cc(C)cc1C)C1CCS(=O)(=O)C1 (stereo not drawn)	-4	-0.7	3
CC(C)NC(=O)Cn1cc(C(=O)C2CC2)c2ccccc21	-19	0.0	1
CCCn1c(=N)n(CC(O)c2ccc(C)cc2)c2ccccc21 (stereo not drawn)	-5	9.5	-2
C/C(=N\NC(=O)c1nc2ccccn2c1C)c1ccco1	-5	0.0	1
Cc1cc(Nc2cccc(Br)c2)cc(=O)n1-c1cccc(Br)c1	-37	-0.1	-1
Cc1ccccc1NCC(=O)N/N=C/c1c[nH]c2ccccc12	-11	0.3	-3
Cc1nn(CC(=O)N2N=C(C(F)F)CC2(O)C(F)F)c(C)c1[N+](=O)[O-] (stereo not drawn)	0	-2.3	-7
O=C(CCCOc1ccc(Br)cc1)NNC(=O)c1ccncc1	-1	0.3	4
Cc1ccccc1C(=O)N[C@@H](CC(C)C)C(=O)N1CCC[C@H]1C(=O)NCc1ccccc1	5	0.1	3
O=C(NCc1ccccc1Cl)c1ccc(-c2ccccc2)cc1	-5	0.5	1
CCN1C[C@@H]2[C@@H]3C(=O)N(Cc4ccccc4)C(=O)[C@@H]3[C@](CC)(C1=O)N2C(=O)c1ccc(Cl)cc1	-10	0.1	-2
CCCCCN1CSC(=S)N(Cc2ccccc2)C1	1	-1.5	2
O=C(NC(=S)Nc1c(F)cc(F)cc1Br)c1ccc2c(c1)OCCO2	3	0.3	-1
CCOC(=O)C1=C(c2ccccc2)NC(SC)=C(C#N)C1c1cccnc1 (stereo not drawn)	-7	-0.1	-3
O=C(Nc1cccnc1)Nc1ccc(Cl)cc1Cl	-14	-0.1	0
O=C(CCn1cnnn1)Nc1ccc(Cl)cc1Cl	-10	1.2	-1
O=c1[nH]ncc(N/N=C\c2cccnc2)c1Cl	-3	4.8	0
O=C(CCc1c[nH]c2ccccc12)NCC1COc2ccccc2O1 (stereo not drawn)	-57	5.0	-4
Cc1cc(NS(=O)(=O)c2ccc(NC(=O)CSc3nnc(-c4ccco4)n3C)cc2)nc(C)n1	-16	0.9	-2
CN(C(=O)c1cn2ccccc2n1)c1c(N)n(Cc2ccccc2)c(=O)[nH]c1=O	-7	0.1	-4
C[C@@H]1CN(C(=O)OC(C)(C)C)CCN1c1ccc(N2CCN(Cc3ccccc3)[C@@H](C)C2)c(C#N)c1	-8	0.2	-1
Cc1nnsc1C(=O)N/N=C/c1ccccc1	-12	0.0	0
O=C(NCc1cccnc1)c1ccc(-c2cc3ccccc3oc2=O)cc1	-12	0.1	12
CC(C)(C)S(=O)(=O)N1C[C@@H]2CC(=O)C(CCO)=C2[C@H]1CCO	-16	0.7	-3
COc1ccc(CNC(=O)COC(=O)CC2CC3CCC2C3)cc1OC (stereo not drawn)	-10	-1.8	4
Cn1[nH]cc(C=NC(N)=O)c1=O	-5	-0.2	2
O=C(COC(=O)/C=C/c1ccc(OC(F)F)cc1)NC1CCCCCCC1	-6	0.0	0
O=C(c1cccc(NS(=O)(=O)c2ccc(F)c(F)c2)c1)N1CCN(C(c2ccccc2)c2ccccc2)CC1	-7	4.5	-4
CCOc1ccc2[nH]c3ncccc3c(=O)c2c1	-3	-0.2	-1
CCOC(=O)CCC(NC(=O)CCCCCCCCC(=O)NC(CCC(=O)OCC)C(=O)OCC)C(=O)OCC (stereo not drawn)	-16	4.4	4
COc1ccc2c3c(n(C)c2c1)[C@@H](CO)N(C(=O)NC1CCCC1)CC31CCN(C)CC1	7	-0.1	-2
O=C(NCCN1CCC(n2c(=O)[nH]c3ccccc32)CC1)c1cccs1	-1	0.3	-3
O=C(CCNC(=O)c1ccccc1Cl)Nc1cc(C(F)(F)F)ccc1Cl	-11	-1.6	3
O=C(N[C@H](C(=O)N1CCC[C@H]1C(=O)NC1CCCC1)c1ccccc1)c1ccccc1	-13	?	2
COc1ccc(C(=O)Oc2c(CN3CCOCC3)cc(Cl)c3cccnc23)cc1OC	-8	0.0	4
CC(=O)Nc1ccc(S(=O)(=O)NCC2CCC(C(=O)NCCCOC(C)C)CC2)cc1 (stereo not drawn)	-1	?	1
COC(=O)C1(C(=O)OC)C2CCCCC2N(S(=O)(=O)c2ccc(C)cc2)[C@@H]1CC(C)=O (stereo partly drawn)	-7	-0.1	-3
Brc1ccc(CNc2nc3ccccc3n2CCN2CCCCC2)cc1	-20	0.1	-6
Cc1ccnc(N2CCC(C(=O)NNC(=O)COc3cccc4ccccc34)CC2)n1	3	-0.2	-3
CC(C)OC(=O)/C(=C\c1cccc2ccccc12)NC(=O)c1ccccc1	-8	0.0	0
O=C(Cn1c2ccc(F)cc2c2nc3n(c(=O)c21)CCS3)Nc1ccccc1C(F)(F)F	-6	3.9	0
CCN(CC)CCNC(=O)CSc1c2c(nc3cc(Cl)ccc13)CCCC2	10	1.3	-4
CC(=O)OCC(=O)N1CCN(C(=O)C(=O)c2cccc(C(F)(F)F)c2)CC1	-14	0.0	3
C[C@@H]1ON(C)[C@H]2C[C@H]3c4[nH]c5c(-c6cccc(Cl)c6)cccc5c4CCN3C(=O)[C@@H]12	-81	0.1	-3
S=c1[nH]c(-c2ccccc2)cs1	-12	-0.5	3
Cn1c(SCC(=O)O)nnc1-c1ccc2ncccc2c1	-1	0.5	1
Cc1ccc(SCC(=O)OCC(=O)NCc2cccs2)cc1C	-8	-1.0	3
CC1=C(C(=O)OCc2ccccc2)C(c2ccc(-c3ccccc3)cc2)NC(=O)N1CCCC(=O)O (stereo not drawn)	-11	0.0	-4
Cc1cccc(NC(=O)COc2ccc(/C=N\n3cnnc3)cc2)c1	-2	-0.1	1
COc1ccccc1/C=C1\CCC(C2CCCC2)C1=O (stereo not drawn)	-8	0.2	1

Next results follow:
SMILES	RAD52 inh	E-selectin induc	ERAP1 inh
COC(=O)c1ccc(NC(=O)c2c(C(=O)Nc3ccccc3)sc3nc(C)cc(=O)n23)cc1	1	-0.3	-23
NNC(=O)c1[nH]c2ccc(Br)cc2c1-c1ccccc1	-21	0.7	-1
COc1ccc(NC(=S)N2CCN(c3ncccn3)CC2)c(OC)c1	-10	0.3	8
Cc1ccc(S(=O)(=O)N2CC(CBr)=CCC2c2ccccc2)cc1 (stereo not drawn)	-8	-0.1	0
COc1ccc(C/C(C)=N\NC(=O)c2cn(C)c3ccccc23)cc1OC	-4	0.2	1
COc1ccccc1NC(=O)N(O)C1(C#N)CCCCC1	-2	1.9	-1
O=C1NC(c2ccccc2)(c2ccccc2)C(=O)N1CNc1ccccn1	4	-0.2	0
O=C(C[C@H]1C=C[C@@H](NC(=O)c2ccc3c(c2)OCO3)[C@@H](CO)O1)NC1Cc2ccccc2C1	-1	0.2	1
CN(C)c1cccc2c(S(=O)(=O)N3CCCC3)cccc12	-11	-1.5	4
O=C(COc1ccccc1)N1CCCC1	4	0.6	3
COc1cccc(NC(=O)C[C@H]2CC[C@H]3[C@@H](COc4ccc(NC(=O)C5CCCC5)cc4C(=O)N3C)O2)c1	-10	0.7	-2
COc1cc(-c2c(-c3cc(OC)c(OC)c(OC)c3)noc2C)ccc1F	-12	0.0	0
COC(C(=O)Nc1ccc(Cl)cc1C)c1ccccc1 (stereo not drawn)	-4	-0.2	3
COc1ccc2c3c(n(C)c2c1)[C@H](CO)N(C(=O)c1ccc(F)cc1)CC31CCN(C(=O)c2ccc(F)cc2)CC1	-5	-0.6	-6
Cc1[nH]c2ccccc2c1C(=O)CSC(=S)N1CCCCC1	-17	-0.3	0
CCOC(=O)c1c(N)nn(C(=O)c2ccccc2F)c1-c1ccc(OC)cc1	-12	-2.9	0

The last 6 records of the part before lead into the next:
SMILES	RAD52 inh	E-selectin induc	ERAP1 inh
COc1cccc(NC(=O)C[C@H]2CC[C@H]3[C@@H](COc4ccc(NC(=O)C5CCCC5)cc4C(=O)N3C)O2)c1	-10	0.7	-2
COc1cc(-c2c(-c3cc(OC)c(OC)c(OC)c3)noc2C)ccc1F	-12	0.0	0
COC(C(=O)Nc1ccc(Cl)cc1C)c1ccccc1 (stereo not drawn)	-4	-0.2	3
COc1ccc2c3c(n(C)c2c1)[C@H](CO)N(C(=O)c1ccc(F)cc1)CC31CCN(C(=O)c2ccc(F)cc2)CC1	-5	-0.6	-6
Cc1[nH]c2ccccc2c1C(=O)CSC(=S)N1CCCCC1	-17	-0.3	0
CCOC(=O)c1c(N)nn(C(=O)c2ccccc2F)c1-c1ccc(OC)cc1	-12	-2.9	0
CCN(CC(=O)Nc1c(F)cccc1F)C(=O)c1ccc(C(=O)c2ccccc2)cc1	-19	-0.6	-3
O=C(Nc1ccc([N+](=O)[O-])cc1)OCCc1ccccn1	6	-0.1	0
CC(C)(C)c1cc(C2COC(=O)COCCOCC(=O)OCCOCCO2)cc(C(C)(C)C)c1O (stereo not drawn)	-1	-1.9	3
NS(=O)(=O)c1ccc(CCNC(=O)CSc2nc3ccsc3c(=O)n2C2CC2)cc1	-6	0.1	0
O=C(NCCN1CCC(n2c(=O)[nH]c3ccccc32)CC1)c1cccc2c1-c1ccccc1C2=O	21	0.1	-7
CC(/C=N/n1c(-c2cc(C)[nH]n2)n[nH]c1=S)=C\c1ccco1	-7	0.2	9
Cc1[nH]nc2c1C(c1ccccc1)N(c1ccccc1)C2=O (stereo not drawn)	3	-0.3	2
CCOc1ccc(C(=O)c2cc3ccc(O)cc3oc2=O)cc1	-13	0.0	-4
C=CCn1c(C(C)NC(=O)c2cccc(C)c2)n[nH]c1=S (stereo not drawn)	0	7.4	-3
CCOc1ncccc1C(=O)N1CCCSC1=Nc1ccccc1OC	1	-1.6	0
COc1cccc(C2c3cc4c(cc3OC(N3CCOCC3)C2C)OCO4)c1O (stereo not drawn)	3	0.1	2
O=C(Nc1c(Br)cc2c(c1Br)Cc1cc([N+](=O)[O-])ccc1-2)C(Cl)Cl	-9	0.4	4
O=C(N[C@H](C(=O)N1CCC[C@H]1C(=O)NCCc1ccccc1Cl)C1CCCCC1)c1ccc(Cl)c(Cl)c1	8	0.3	-1
O=C(/C=C/c1ccc2c(c1)OCO2)N1CCN(c2ccccc2F)CC1	-10	0.7	-1
COc1ccccc1NC(=O)N[C@@H]1CC[C@@H](CCNS(=O)(=O)c2ccc(C)cc2)O[C@H]1CO	0	1.1	4
O=C(N[C@H](C(=O)N1CCC[C@H]1C(=O)NCc1ccccc1)c1ccccc1)c1ccc(Cl)c(Cl)c1	-7	0.5	4
C/C=C/c1ccc([C@H]2[C@@H](CO)N(S(C)(=O)=O)[C@H]2CN(CC)C(C)=O)cc1	-9	-0.5	-2
COCc1cc(N2CCNC[C@@H]2C)ccc1N1CCS(=O)(=O)CC1	-7	-0.2	1
Cc1ccc2nc(-c3ccc(CN4CCC(n5cc(-c6ccccc6)[nH]c5=O)CC4)cc3)c(-c3ccccc3)nc2c1	29	0.2	0
Cc1ccc(C(=O)Nc2cccc3ncccc23)cc1[N+](=O)[O-]	-7	-0.3	1
C[C@@H]1O[C@H](C2CCCC2)CC2=C1C(=O)OC(C)(C)O2	3	0.1	-3
CCCN1C(=O)c2n[nH]c(C)c2C1c1ccc2c(c1)OCO2 (stereo not drawn)	-11	-0.2	3
COC(CNC(=O)c1ccc(N2CCC3(CC2)OCCO3)c([N+](=O)[O-])c1)OC	-5	4.2	-1
CCCCNc1c(-c2cccnc2)nc2nc(C)cc(C)n12	-41	0.0	5
Cc1c(C=NNc2ccccc2)[nH]c(=O)[nH]c1=O	-20	0.5	-2
CN(Cc1cccnc1)Cc1cn(C)nc1-c1ccc(Oc2ccccc2)cc1	-7	-0.1	3
O=C(C1CCCC1)N1CC2(C1)[C@@H](c1ccccc1)[C@@H](CO)N2C(=O)NC1CCCC1	5	0.0	1
Cc1ccc(NC(=O)c2sc3nc(N)c(C#N)cc3c2N)cc1	-4	-5.1	0
NS(=O)(=O)c1ccc(CNC(=O)/C=C/c2ccccc2[N+](=O)[O-])cc1	-1	0.1	-4
C[C@H](CO)N1C[C@H](C)[C@H](CN(C)CC2CC2)Oc2ncc(C#CC3(O)CCCC3)cc2C1=O	-7	-0.7	2
Nc1[nH]c(C(=O)c2ccc(Br)cc2)c(-c2ccc(Br)cc2)c1C(=O)NCCc1c[nH]c2ccccc12	-5	0.1	16

The list is partial; rates above refer to the full screens.
